Source: PubChem BioAssay
KDM5B inhibitor – inhibitors of human KDM5B histone demethylase; KDM5B demethylase, FDH-coupled NADH fluorescence (FDH is formaldehyde dehydrogenase); Q9UGL1; 2.6% of 220,000 active; AID 1347165; Potency, µM (series often up to 57.7 µM), for inactives: at the top dose activity change, negative = inhibition, actives largely listed as inhibitors; active = well fitted inhibition curve with a large enough effect; inconclusive = small, poorly fitted or top-dose-only effect; inactive = no such curve, though single readings can be large or run the other way; also: 0% is about no effect; nearly all actives have a fitted effect of over 70% in size
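KDM5BΔAP (200 nM final) in 50 mM HEPES pH 7.5, 0.01% Tween-20 was preincubated 10 min at RT with compound over a concentration range. Substrate mix (H3K4me3 12.5 µM, α-KG 25 µM, Fe²⁺, ascorbate, NAD⁺, FDH) was added, and NADH fluorescence change over 30 min gave dose-response curves.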
* = called active by the depositor; ? = inconclusive; & = joins results of further samples; [ ] = remark or other dose. Potency is read from the fitted curve at half-maximal effect. Not all compounds are listed. The share of hits here may be higher or lower than overall.

SMILES	KDM5B inhibitor
O=C(CSc1nc2c([nH]c3ccccc32)c(=O)n1-c1cccc(Cl)c1)N1CCc2ccccc21	0.3%
CCOC(=O)C1CCN(C(=O)c2[nH]c3ccc(OC)cc3c2C)CC1	?
O=C1NC2(CCN(Cc3cncs3)C2)OCc2ccccc21 (stereo not drawn)	-4.3%[86.2 µM]
CCc1ccc(-c2nn(CC)c(=O)c3c2CCCC3)cc1S(=O)(=O)NC1CCCC1	23.2%
CN(C)C(=O)c1ccc(CNC(=O)c2ccccc2CSc2nc3ccccc3o2)cc1	2.3%
COc1cc(CNC(c2ccccc2)c2ccccc2)cc(OC)c1	-30.1%
Cc1ccccc1NC(=O)CSc1nc(-c2ccccc2)cn1-c1ccccc1F	-19.4%
O=S1(=O)c2c(cccc2N2CCSCC2)Oc2ccccc2CN1Cc1cn(Cc2ccc(F)cc2)nn1	?
Fc1ccc(OC2CN(CC3CC3)C2)c(F)c1	12.1%[230 µM]
Cn1c(=O)[nH]c(=O)c2c1nc(CN1CCN(Cc3ccccc3)CC1)n2CCCO	-6.0%

Next part:
SMILES	KDM5B inhibitor
COc1ccc(-c2nc(C)nc3c2CCN(Cc2ccc(F)cc2)CC3)cc1	-24.3%
O=C(NCCc1ccncc1)C1CN(C(=O)CC2CCCC2)CC12CCOCC2 (stereo not drawn)	15.2%
CCOc1ccc(S(=O)(=O)[C@H]2CS(=O)(=O)C[C@@H]2N2CCC3(CC2)OCCO3)cc1	-11.6%
CCC(NC(=O)Nc1cc(OC)ccc1OC)c1c(-n2cccc2)sc2c1CCN(CC)C2 (stereo not drawn)	?
COc1ccc(NC(=O)CN(C)C(=O)c2nn(-c3ccccc3)c3c2CCC3)cc1	18.6%
CCOc1ccc(CCNC(=O)COC(=O)COc2ccc(C#N)cc2)cc1OCC	-10.0%
COc1ccccc1C(=O)NCc1nnc2n1C(C(=O)O)CC2 (stereo not drawn)	-12.8%[149 µM]
O=C(Nc1ccc(Br)cc1)c1ccc(F)c(S(=O)(=O)NC2CCCCCC2)c1	13.6%
CC(=O)Oc1ccccc1C(=O)Oc1cccc(C)c1	23.6%
CC(=O)Nc1ccc(NC(=O)c2cc(-c3cccnc3)nc3ccccc23)cc1	-4.4%

The listing continues.
SMILES	KDM5B inhibitor
C/C(=N\O)c1cc(Cl)cc(Cl)c1O	-6.7%
CCC(=O)c1ccc(OC(=O)c2ccc(OC)c(I)c2)cc1	12.5%
Cc1cc2ccccc2n1CC(=O)N(Cc1ccccc1)C1CC1	3.0%
COc1cccc(-n2cnnc2SC(C)C(=O)Nc2ccc(N3CCOCC3)cc2)c1 (stereo not drawn)	13.2%
O=C1Cc2c(-c3ccc(F)cc3F)n[nH]c2CN1CCc1ccncc1	-29.9%[86.2 µM]
O=C(NC1CCN(C(=O)Nc2cccc(Cl)c2)CC1)C1CCCCC1	9.6%
CCNC(=O)N(C1CC1)C1CCOC2(CCN(C(=O)Cc3cccc(OC)c3)CC2)C1 (stereo not drawn)	14.4%
CCc1ccc(C(=O)Cc2cc3cccc(OC)c3oc2=O)cc1	14.7%
Cc1ccc(NC(=O)Cn2nc(-c3ccco3)ccc2=O)cc1	?
COCCOC1CCN(C(=O)Nc2ccc(C(=O)OC)cc2)CC1	24.6%

Further records follow:
SMILES	KDM5B inhibitor
COC(=O)c1cnn(-c2ccc(F)cc2F)c1/C=N/NC(N)=S	15.6%
CCOc1ccccc1NC(=O)COC(=O)c1cn(CC)c2nc(C)ccc2c1=O	-11.2%
COCc1ccc(C(=O)N2CC[C@@H](c3ccc4c(c3)OCO4)[C@H](O)C2)o1	-14.8%
CCNc1cc(N2CCC(CCC(=O)NCCN3CCCCCC3)CC2)ncn1	?
CN(C)C(=O)c1ccc(NC(=O)CN2CCCC2c2ccc(Cl)cc2)cc1 (stereo not drawn)	14.5%
O=C(NCc1ccc(F)cc1)N1CCC(N2CC3CC(C2)[C@H]2CCCC(=O)N2C3)CC1 (stereo partly drawn)	-0.2%
COc1ccc(CCNC(=O)[C@@H](C)C2CC[C@@]3(C)CC[C@H](NC(=O)c4ccncc4)[C@@H](C)[C@@H]3[C@H]2O)cc1OC (stereo partly drawn)	-20.1%
COc1ccc(C(=O)N2[C@@H]3CC[C@H]2CC(NC(=O)c2ccncc2)C3)c(OC)c1 (stereo partly drawn)	-12.0%
COc1ccccc1NC(=O)COC(=O)c1nn(C)c(=O)c2ccccc12	-9.2%
Cc1oc(-c2ccccc2)nc1CC(=O)Nc1ccc(F)c(F)c1F	-12.0%

The list continues:
SMILES	KDM5B inhibitor
Cc1ccc2c(c1)[C@H]1OCCC[C@H]1C(c1ccc(O)c(Br)c1)N2 (stereo partly drawn)	9.7%
Cc1ccc(C(=O)Nc2ccccc2)cc1S(=O)(=O)Nc1ccccc1	-14.1%
COc1cccc(Cn2c(SCC(=O)N(C)c3ccccc3)nc3ccccc32)c1	-23.5%
CCCn1c(=O)c2c(nc(-n3nc(C)c(C)c3C)n2CCOC)n(C)c1=O	7.8%
COc1ccc(OC)c(CCNC(=O)CC(C)(C)C)c1	7.8%
COCCOCCNC(=O)c1ccc2c(c1)NC(=O)CS2	13.5%
Cc1ccc(NC(=O)CSc2nc3ccccc3c3nc(CCc4c(C)n[nH]c4C)nn23)c(C)c1	-15.2%
COc1ccc(C(=O)/C=C/c2ccc(OCc3ccccc3)cc2)cc1CSCC(=O)O	?
O=C(COc1ccc(Cl)cc1)N(Cc1ccco1)c1ccccn1	-25.8%
Cc1ccc(NC(=O)c2sc(-n3nc(C)c(Cc4ccc5c(c4)OCO5)c3C)nc2C)cc1C	-4.4%

(listing goes on)
SMILES	KDM5B inhibitor
CCNC(=O)C1CC(c2ccc(CC)cc2)CN(C(=O)c2ccoc2)C1 (stereo not drawn)	-30.3%
COc1ccc(-c2nc3ccccc3o2)cc1NC(=O)C(C)(C)Oc1ccc(Br)cc1	-62.0%
N#Cc1cc(C(=O)c2ccccc2O)cn(-c2ccc(C(=O)O)cc2)c1=O	-6.9%
CC(C)(C)C(=O)NCc1ccc(-c2csc(NC3CC3)n2)s1	-21.2%
O=C(NC1CCCN(c2cc(-c3ccc(F)cc3)[nH]n2)C1)c1ccc2nc[nH]c2c1 (stereo not drawn)	?
COc1cc(Nc2nc(-c3ccccc3)no2)cc(OC)c1OC	-24.6%
CCOc1ccc(C2NC(=O)N(CC3CC3)C3=C2C(=O)OC3)cc1 (stereo not drawn)	-23.9%
CC(=O)c1ccc(NC(=O)[C@@]2(CC(=O)O)CC(c3ccc(Br)cc3)=NO2)cc1	?
CCOc1ccc(NC(=O)C2CC(=O)N(c3n[nH]c4cc(Br)ccc34)C2)cc1 (stereo not drawn)	?
COC(=O)c1c(SCC(=O)Nc2ccccc2C(F)(F)F)[nH]c2ccc(Cl)cc2c1=O	-20.8%

Of the compounds above, these have a thiophene ring, fused or not:
SMILES	KDM5B inhibitor
CCC(NC(=O)Nc1cc(OC)ccc1OC)c1c(-n2cccc2)sc2c1CCN(CC)C2 (stereo not drawn)	?
CC(C)(C)C(=O)NCc1ccc(-c2csc(NC3CC3)n2)s1	-21.2%

(next part)
SMILES	KDM5B inhibitor
CCC(C)Nc1oc(-c2ccc(COc3ccc(Cl)cc3)o2)nc1C#N (stereo not drawn)	?
O=C(CSc1nnc2[nH]c(=O)cc(-c3ccccc3)n12)Nc1cc(C(F)(F)F)ccc1Cl	?
CC(c1cccs1)N(C)Cc1cccn1C (stereo not drawn)	-14.0%[86.2 µM]
Cc1cc(C)cc(NC(=O)CSc2nncn3c2cc2occc23)c1	?
COc1ccc(NC(=O)[C@@H]2C[C@H](c3cccc(C(F)(F)F)c3)N(Cc3cnn(C)c3)C2)cc1	-5.9%
COc1ccc(Cn2c(C3CCN(C(=O)Cc4ccsc4)CC3)n[nH]c2=O)cc1	15.9%
CN1C(=O)C2(CCN(C(=O)c3ccc(Cl)cc3)C2)c2ccccc21 (stereo not drawn)	11.4%[149 µM]
COc1cc(NC(=O)c2cc(-c3cccc(O)c3)on2)cc(OC)c1OC	6.4%
Cc1ccc(-c2nc(C3CC(=O)N(c4ccc(F)cc4)C3)no2)cc1C (stereo not drawn)	-16.9%
O=C(NCc1c[nH]c2ncccc12)c1ccncc1	10.6%[86.2 µM]

(continued)
SMILES	KDM5B inhibitor
Cc1cc(Cl)nc2ccc([N+](=O)[O-])cc12	23.3%
Cc1ccc(C)c(NC(=O)C(C)SCc2nc(-c3ccccc3)oc2C)c1 (stereo not drawn)	4.3%
Cc1cccc(Cn2c(=O)n(CC3CCC(C(=O)N4CCOCC4)CC3)c(=O)c3sccc32)c1 (stereo not drawn)	2.5%
COc1ccc(NC(=O)c2ccc(NC(=O)c3ccc4ccccc4n3)cc2)cc1	-8.7%
O=C(Cn1ccn2nc3c(c2c1=O)CCCCC3)NCc1ccc(Cl)cc1	?
O=C(O)CC(C(=O)O)c1ccccc1 (stereo not drawn)	23.7%
Clc1cccc(N2CCN(c3ncnc4nc[nH]c34)CC2)c1	10.9%
CC(C)c1noc(C2Cc3ccccc3N2C(=O)NC2CCCC2)n1 (stereo not drawn)	-3.2%
COc1ccc(NC(=S)N2CCC(Cc3ccccc3)CC2)cc1	-2.1%
O=C(c1ccc(Cl)nc1)N1CCn2c(nnc2-c2ccccc2)C1	2.0%[86.2 µM]

(listing goes on)
SMILES	KDM5B inhibitor
COc1ccc(NC(=O)Cn2c(C)cc3ccccc32)cc1	0.6%
COC(=O)Cn1c2c(c3cc(C)ccc31)CCCC2NC(C)c1ccccc1 (stereo not drawn)	-1.3%
COc1ccc(OC)c(CCNC(=O)CCCn2c(=O)c3cccn3c3cccnc32)c1	-19.2%
Cn1cc(C(=O)O)c(=O)c2cc(S(=O)(=O)N3CCCCC3)ccc21	?
CN1CCCC1c1nc(C2CN(C(=O)CCCc3nc4ccccc4[nH]3)C2)no1 (stereo not drawn)	-0.5%
CC1CCN([C@@H]2[C@H](O)[C@H](CO)O[C@@H]2CNC(=O)c2ccc(F)c(Cl)c2)CC1	-0.1%
Cc1ccc(NC(=O)C(Cc2ccccc2)n2cnnn2)cc1F (stereo not drawn)	-6.1%
CSc1ccc(NC(=O)N2CCc3nc4cc(-c5ccccc5)[nH]n4c(=O)c3C2)cc1	25.1µM*
CC1=[N+](C)N(c2ccccc2)C(=O)C1N=C/C=C/c1ccccc1 (stereo not drawn)	?
CS(=O)(=O)Nc1cc(NC(=O)c2ccccc2SCC2CCCO2)ccc1F (stereo not drawn)	20.0%

(further entries)
SMILES	KDM5B inhibitor
CC(=O)N1C[C@@H]2CCCN3CCC[C@@H]([C@H]23)[C@H]1CCCC(=O)NCCCN1CCOCC1	?
CCN1CCN(c2nc3ccccc3nc2NS(=O)(=O)c2ccccc2)CC1	?
O=C(O)COCC(=O)N1C[C@@H]2C[C@H](C1)c1c(-c3ccc(OC(F)(F)F)cc3)ccc(=O)n1C2	-22.1%
COc1cc(/C=C(/C#N)c2nc3ccccc3[nH]2)cc(Cl)c1OC	?
COc1ccc(CN(C)C(C)c2cccs2)cc1 (stereo not drawn)	-14.5%&-15.0%[86.2 µM]
CCOC(=O)c1ccc2c(c1)sc1nc(-c3ccc(OCC)cc3)cn12	?
COc1ccc(S(=O)(=O)Nc2ccc(O)c(Sc3nc4ccccc4s3)c2)cc1	-44.5%
CC(=O)NNC(=S)Nc1ccc(C)cc1C	-8.5%
O=C(Cc1c[nH]c(=O)[nH]c1=O)NCc1cccnc1Oc1ccccc1F	-2.7%
COc1ccc(CN2C(=O)c3ccc(C(=O)O)cc3C2=O)cc1	6.8%

The list goes on:
SMILES	KDM5B inhibitor
Cc1ccc(S(=O)(=O)N[C@H]2CO[C@H]3[C@@H]2OC[C@@H]3n2nnnc2Oc2ccc(-n3cncn3)cc2)cc1	2.0%
COC(=O)c1ccc(COc2c(Cl)cccc2Cl)cc1	16.2%
O=C(c1cnccn1)N1C[C@@H]2OCC(=O)N(c3ccccc3)[C@@H]2C1	-25.2%[86.2 µM]
Cn1ncc(N2CCC(NC(=O)CC3CCCC3)CC2)cc1=O	-7.9%
Cc1ccc(C)c(NC(=O)C(Nc2ccc3oc(C)nc3c2)c2ccccc2)c1 (stereo not drawn)	?
COc1ccc(CCC(=O)N2CCCN(C)c3ccccc32)cc1	-14.6%
Cc1ccccc1NC(=O)CSc1nnc(C(C)N2C(=O)COc3ccccc32)n1C (stereo not drawn)	7.8%
O=C1CC(c2ccccc2)N(C(=O)COc2ccc(F)cc2)CCCCCCN1 (stereo not drawn)	17.9%
CCn1c(C2CCCN(C(=O)NCc3ccc(OC)cc3)C2)nn(C)c1=O (stereo not drawn)	9.5%
Cc1ccc2oc(C(=O)Nc3ncc(Cc4ccccc4)s3)cc(=O)c2c1	10.6%
Cc1cc(C)c(NC(=O)C(C)OC(=O)c2ccc3ccccc3n2)c(C)c1 (stereo not drawn)	1.6%
CCOc1ccc(CNC(=O)CCn2c(=O)c3cccn3c3ccc(F)cc32)cc1	?

Three of the entries above in order of their number in KDM5B inhibitor, rising:
SMILES | KDM5B inhibitor
COc1ccc(NC(=S)N2CCC(Cc3ccccc3)CC2)cc1 | -2.1%
Cc1ccc2oc(C(=O)Nc3ncc(Cc4ccccc4)s3)cc(=O)c2c1 | 10.6%
O=C(NCCc1ccncc1)C1CN(C(=O)CC2CCCC2)CC12CCOCC2 (stereo not drawn) | 15.2%
